# PLC-beta3 inh – PLC-beta3 (human) inhibition, primary screen; 0.18% of 370,000 active; Purified PLC-beta3, fluorogenic substrate, fluorescence; AID 720704; Q01970; inhibition, % at 12.2 µM; in the data active = inhibition above about 11%;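 note: 0% = median of compound wells on plate and 100% = full blocker control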
# PLCg1 inh – inhibitors of human phospholipase C gamma1; purified PLC-gamma1, fluorogenic substrate, fluorescence; AID 720700; P19174; 0.84% of 370,000 active; inhibition, % at 12.2 µM; in the data active = inhibition above about 9.5%
# Tn6 DDE FP – DD(E)-Tn6 binding inhibition, primary FP screen; Fibrin DD(E) TRITC-Tn6 fluorescence polarization displacement; inhibition, % at 8.3 µM; P02675; 0.21% of 370,000 active;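 active = inhibition above a per-campaign cutoff: mean of compounds within control limits plus 3 SD, cut at about 15% in these data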;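 note: 0% = median of all compound wells on the plate and 100% = blocking peptide control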
# ARFGAP1 inh – inhibitors of rat ARFGAP1. Arfgap1-stimulated ARF1 GTP hydrolysis, GDP FP detection. inhibition, % at 16.5 µM. 0.26% of 360,000 active. AID 651572;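 active = inhibition above a per-plate limit, mean inhibition of low control wells plus 3 SD, cut at about 25% in these data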;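 note: 0% = DMSO wells with enzyme and 100% = wells lacking Arfgap1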
# Target sequence (Q62848 1-136 limits assumed): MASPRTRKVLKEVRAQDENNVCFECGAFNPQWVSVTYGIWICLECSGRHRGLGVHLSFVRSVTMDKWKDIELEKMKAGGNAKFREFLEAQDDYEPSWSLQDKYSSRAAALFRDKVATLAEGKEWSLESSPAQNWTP
#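 Material: truncated rat Arfgap1 GAP domain; Incubation: compound-enzyme preincubation 20 min, reaction 120 min, detection 60 min, 25 °C; Read-out: percent inhibition of Arfgap1-stimulated GTP hydrolysis; Technique: FP, GDP Alexa 633 tracer displaced from anti-GDP antibody, 620/688 nm; Controls: No-Arfgap1 wells (100%) versus DMSO full-reaction wells (0%); Replication: single well per compound.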
# KLK7 zymogen act – activates the human kallikrein-7 zymogen; activation, % at 7 µM; purified proKLK7, EDANS-DABCYL substrate fluorescence; 100% is mature enzyme control, 0% vehicle; P49862; AID 652039; 0.9% of 370,000 active;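 active = activation above the mean of all tested compounds plus 3 SD, computed per campaign excluding outliers beyond control limits, cut at about 13% in these data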
# Target sequence (P49862 whole entry, looked up): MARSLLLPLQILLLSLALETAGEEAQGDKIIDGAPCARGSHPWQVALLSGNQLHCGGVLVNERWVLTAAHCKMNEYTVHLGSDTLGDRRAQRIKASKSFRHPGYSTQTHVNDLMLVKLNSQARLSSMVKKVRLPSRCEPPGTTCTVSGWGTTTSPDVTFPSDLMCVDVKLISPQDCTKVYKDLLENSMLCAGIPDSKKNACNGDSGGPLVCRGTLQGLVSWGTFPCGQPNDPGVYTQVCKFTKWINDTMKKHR
# UHRF1 binding – human UHRF1 methylated DNA binding inhibitors; Q96T88; AID 687016; inhibition, % at 4.4 µM; 0.75% of 370,000 active; UHRF1 binding to methylated oligo, TR-FRET; in the data active = inhibition above about 21%;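 note: UHRF1 SRA domain binding a hemimethylated CpG hairpin DNA probe; 0% = median of test compound wells and 100% = reference inhibitor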
# ADAM17 inh – ADAM17 inhibition, QFRET primary screen; recombinant ADAM17, EDANS/DABCYL FRET peptide cleavage; P78536; 0.83% of 370,000 active; AID 720648; inhibition, % at 6.95 µM;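 active = inhibition above the mean of compounds lying between control limits plus 3 SD, set per campaign, cut at about 8.5% in these data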;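 note: 0% = DMSO-only wells as the low control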
# DDE Tn7 FP inh – DD(E)-Tn7 binding inhibition, primary FP screen | P02675 | FP displacement of FITC-Tn7 peptide from fibrin DD(E); 0% = median of compound wells per plate | inhibition, % at 8.3 µM | 0.13% of 370,000 active | AID 720508;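 active = inhibition above the mean of compounds falling within the control limits plus 3 SD of them, cut at about 14% in these data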;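 note: 0% = plate median of compound wells and 100% = 10 µM Aha-Tn7 peptide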
#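 Assay system: Human fibrin DD(E) protein | Medium: Tris buffer with calcium and detergent, pH 7.8 | Reagent: 0.1 µM fluorescent Tn7 | Compound dosing: Single point at 8.3 µM | Times: 10 min preincubation, 3 h with tracer, room temperature | Detection: Fluorescence polarization of the labelled Tn7 tracer | Controls: Aha-Tn7 high control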
# MBD2 DNA inh – blocks human MBD2 binding to methylated DNA; Q9UBB5; TR-FRET, MBD2 binding to methylated oligonucleotide; inhibition, % at 4.4 µM; 0.31% of 370,000 active; AID 686964; in the data active = inhibition above about 13%
# ASAP1 GAP inh – blocks human ASAP1-stimulated Arf1 GTP hydrolysis | inhibition, % at 16.5 µM | 0.19% of 360,000 active | GDP FP detection; in the data active = inhibition above about 25%;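 note: 0% = vehicle with enzyme and substrate and 100% = no enzyme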
# Target sequence (Q9ULH1 325-724 limits assumed): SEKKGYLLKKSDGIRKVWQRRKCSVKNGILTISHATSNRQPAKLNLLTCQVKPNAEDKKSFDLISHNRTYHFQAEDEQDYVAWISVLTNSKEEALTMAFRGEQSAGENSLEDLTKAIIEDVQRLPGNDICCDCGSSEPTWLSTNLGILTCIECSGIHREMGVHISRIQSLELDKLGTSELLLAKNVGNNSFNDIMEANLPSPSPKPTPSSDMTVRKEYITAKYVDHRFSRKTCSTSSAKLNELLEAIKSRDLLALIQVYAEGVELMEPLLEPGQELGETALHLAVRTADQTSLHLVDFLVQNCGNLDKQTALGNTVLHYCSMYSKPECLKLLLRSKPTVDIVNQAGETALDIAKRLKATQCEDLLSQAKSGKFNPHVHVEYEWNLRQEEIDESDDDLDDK
# * hit, by the source's call; i = inactive; . = not tested or not shown. Compounds as they come. About 4.1% of those tested had a hit in this group.
SMILES,PLC-beta3 inh,PLCg1 inh,Tn6 DDE FP,ARFGAP1 inh,KLK7 zymogen act,UHRF1 binding,ADAM17 inh,DDE Tn7 FP inh,MBD2 DNA inh,ASAP1 GAP inh
COc1cc(OC)nc(Nc2nc(C(N)COCc3ccccc3)cs2)n1 (configuration not stated),-1,2,-10,5,0.0,-1,-4,0,5,-2
Cc1c(Cl)cccc1NC(=O)CSc1nnnn1C,-4,-3,12,3,0.7,8,1,-6,-1,-1
O=C(NCc1ccccn1)C1CCCN(S(=O)(=O)c2ccc(Br)cc2)C1 (configuration not stated),4,-5,0,-4,0.1,2,-3,3,5,-3
O=S1(=O)CCC(NC(=S)NCCNC(=S)NC2CCS(=O)(=O)C2)C1 (configuration not stated),2,2,4,12,0.2,3,1,-4,2,-9
O=C(COc1cccnc1[N+](=O)[O-])Nc1cc(S(=O)(=O)N2CCCCC2)ccc1Cl,-3,0,3,-2,-0.3,0,-3,3,-1,0
CC1CN(S(=O)(=O)c2cc(C(=O)NCCC3=CCCCC3)ccc2Cl)CC(C)O1 (configuration not stated),0,-2,1,-6,-1.0,-1,-5,-6,-1,10
Cc1sc(NC(=S)Nc2ccc(F)cc2)c(C(N)=O)c1C,-4,-3,2,6,-0.2,-4,0,-3,1,-7
Cc1ccc(C)c(NC(=O)C2CCCC2)c1,-9,2,4,4,-0.1,0,0,-7,1,-1
CC(C)OCC(O)CCc1n[nH]c(=S)n1-c1ccccc1 (configuration not stated),2,-3,10,-12,-0.4,-4,-2,4,-1,-3
CCOCCCNC(=O)CN1C(=O)COc2ccc(S(=O)(=O)N3CCCC3)cc21,0,1,-4,0,0.0,0,-3,-6,4,-7
CCC(C(=O)NC(C)(C)C)N(Cc1cccs1)C(=O)CNS(=O)(=O)c1ccccc1 (configuration not stated),-4,-2,-3,-3,0.5,-4,-1,1,0,-7
COc1ccc(C(=O)Nc2ccccc2N2CCOCC2)cc1S(=O)(=O)N1CCCC1,-7,-3,1,-2,-0.3,14,-4,-3,9,-7
CCOc1ccccc1NC(=O)c1cccnc1,13*,7,-3,6,0.5,1,3,-4,-2,-10
NNC(=S)Nc1cccc(Cl)c1,-7,-4,-1,7,-0.4,0,-6,-2,4,22
CCCCn1c(N)c(N(CC(C)C)C(=O)CN(C)S(=O)(=O)c2ccc(C)cc2)c(=O)[nH]c1=O,-1,0,0,2,0.5,2,-7,-3,-1,14

# Two entries from above, with values ahead of the structure:
PLC-beta3 inh,PLCg1 inh,Tn6 DDE FP,ARFGAP1 inh,KLK7 zymogen act,UHRF1 binding,ADAM17 inh,DDE Tn7 FP inh,MBD2 DNA inh,ASAP1 GAP inh,molecule
-1,2,-10,5,0.0,-1,-4,0,5,-2,COc1cc(OC)nc(Nc2nc(C(N)COCc3ccccc3)cs2)n1 (configuration not stated)
-4,-3,12,3,0.7,8,1,-6,-1,-1,Cc1c(Cl)cccc1NC(=O)CSc1nnnn1C

# Next records
SMILES,PLC-beta3 inh,PLCg1 inh,Tn6 DDE FP,ARFGAP1 inh,KLK7 zymogen act,UHRF1 binding,ADAM17 inh,DDE Tn7 FP inh,MBD2 DNA inh,ASAP1 GAP inh
O=S(=O)(c1cccs1)N1CN(Cc2ccccc2)c2nc3ccccc3nc21,-5,-5,-2,7,0.1,-1,-13,-1,3,1
CCCCCCCCN1C(=O)[C@@H](CC(=O)NCc2ccc(C)o2)C[C@@]2(C(=O)OC)C1=C[C@H](C(C)(C)C)O[C@@H]2C,0,-1,-6,13,-0.4,0,1,-2,1,-18
Cc1cc(NC(=NC2CC2)c2ccccc2F)n(-c2ccccc2)n1,4,-1,6,-17,-0.2,21*,1,1,15*,-6
O=c1[nH]c(CN2CCCCC2)nc2ccccc12,7,1,-2,-8,0.2,2,-1,-6,4,14
O=C(O)c1csc(N/N=C/c2ccc(Br)cc2)n1,-21,-8,-2,4,-0.1,-2,-4,0,4,-2
CCOC(=O)C1CCCN(C(=O)CC(c2ccccc2)c2ccccc2)C1 (configuration not stated),-1,0,-2,-6,-0.6,-1,-5,-4,3,7
Cc1ccc([C@@H]2[C@@H]3C(=O)N(C)C(=O)[C@@H]3[C@]3(Cc4ccccc4)C(=O)N(Cc4ccccn4)CC(=O)N23)o1,-2,-3,-4,-11,-0.4,3,-1,3,-2,8
CNc1nc(-c2ccccc2)cc(C)c1S(C)(=O)=O,i,i,1,0,20*,5,i,-5,0,7
CC1(C)Cc2cccc(OCC(=O)OCC(=O)Nc3ccc(C(N)=O)cc3)c2O1,2,0,9,-2,0.0,-2,1,-4,-4,1
Cc1nnc(SCC(=O)N(C)C2CCCCC2)s1,1,0,-1,0,0.5,-1,-3,1,-1,15
COC(=O)[C@]12C[C@H](CC(=O)NCc3cccc(C(F)(F)F)c3)C(=O)N(Cc3ccc4c(c3)OCO4)C1=C[C@H](C(C)C)O[C@@H]2C1CC1,3,-1,-7,.,-0.1,3,8,5,0,.
Cc1cccc(N2CCN(C(=O)c3cc(C)oc3C)CC2C)c1 (configuration not stated),3,0,-4,-6,0.5,3,-1,5,2,-3
O=C1N=C(N2CCN(c3ccccc3)CC2)S/C1=C/c1cccs1,-10,-10,1,10,-0.3,-6,5,2,-4,0
CCOC(=O)c1sc2ncn(/N=C/c3ccc(O)cc3)c(=O)c2c1C,0,1,-6,5,0.1,-2,4,6,-3,8
CCCCn1c(=O)c(C(C)=O)c(O)c2ccccc21,-7,0,4,-7,0.7,-1,0,-3,1,13

# Among those listed so far, 3 contain a furan ring, fused or not:
SMILES,PLC-beta3 inh,PLCg1 inh,Tn6 DDE FP,ARFGAP1 inh,KLK7 zymogen act,UHRF1 binding,ADAM17 inh,DDE Tn7 FP inh,MBD2 DNA inh,ASAP1 GAP inh
CCCCCCCCN1C(=O)[C@@H](CC(=O)NCc2ccc(C)o2)C[C@@]2(C(=O)OC)C1=C[C@H](C(C)(C)C)O[C@@H]2C,0,-1,-6,13,-0.4,0,1,-2,1,-18
Cc1ccc([C@@H]2[C@@H]3C(=O)N(C)C(=O)[C@@H]3[C@]3(Cc4ccccc4)C(=O)N(Cc4ccccn4)CC(=O)N23)o1,-2,-3,-4,-11,-0.4,3,-1,3,-2,8
Cc1cccc(N2CCN(C(=O)c3cc(C)oc3C)CC2C)c1 (configuration not stated),3,0,-4,-6,0.5,3,-1,5,2,-3

# Following part
SMILES,PLC-beta3 inh,PLCg1 inh,Tn6 DDE FP,ARFGAP1 inh,KLK7 zymogen act,UHRF1 binding,ADAM17 inh,DDE Tn7 FP inh,MBD2 DNA inh,ASAP1 GAP inh
CC1(C)OC2OC(COC(=O)c3ccc([N+](=O)[O-])cc3)C3OC(C)(C)OC3C2O1 (configuration not stated),5,11*,0,1,0.1,-1,2,-7,-8,5
Cc1ccc2c(c1)N(CCCC(=O)NCc1ccc3c(c1)OCO3)C(=O)CO2,3,2,-1,13,0.1,2,-1,-2,0,-2
Cc1ncc(CN2CCN(Cc3ccc(F)cc3)C(CCO)C2)s1 (configuration not stated),0,0,-6,13,0.5,2,-3,-4,0,3
Cc1ccc(S(=O)(=O)N2CC3CCCN3c3ccc(C(F)(F)F)cc32)cc1 (configuration not stated),3,1,3,-3,0.1,-1,5,4,-8,-5
COc1ccc(NC(=O)CCNS(=O)(=O)c2cccc3nsnc23)cc1,1,2,3,3,0.3,-1,-2,3,-2,4
CC(=O)Nc1cccc(NC(=O)CSc2nn3c(=O)c(C)nnc3s2)c1,3,2,-1,4,0.6,0,-1,-4,2,4
COc1ccc(CC(N)c2csc(NC(=O)NCCc3ccccc3)n2)cc1 (configuration not stated),8,2,0,-5,0.1,-3,-1,-6,-4,3
Cc1n[nH]c(C)c1CCC(=O)N/N=C/c1cccc([N+](=O)[O-])c1,-14,-14,-2,-5,0.1,-1,-3,-9,-2,-10
Cc1cnc(C(=O)OCC(=O)Nc2ccc(Cl)cc2Cl)cn1,5,1,-7,-10,0.4,2,1,3,1,-12
C[C@@H]1CN([C@@H](C)CO)C(=O)CCCn2cc(nn2)CO[C@H]1CN(C)S(=O)(=O)c1ccccc1C#N,1,7,-7,-5,0.5,4,3,3,4,-6
Cc1ccc(S(=O)(=O)N2CCC(C(=O)NCC3CCCCC3)CC2)cc1,-2,0,-1,15,0.1,-1,-1,4,-1,-5
Cc1cc(-n2c(C)cc(C(=O)COC(=O)CN=C3NS(=O)(=O)c4ccccc43)c2C)no1,3,-1,-3,-17,0.1,-1,-2,4,0,6
CCOC(=O)c1cc(C(=O)Nc2ccccc2F)nn1C,1,0,0,-2,0.1,-1,2,4,2,-13
CCOc1cccc(C(=O)Nc2cc(-c3nn4c(C)nnc4s3)ccc2C)c1,2,-1,-3,4,0.3,0,-3,2,5,4
S=C(NCC1CCCO1)N1CCN(c2nc(-c3ccccc3)cs2)CC1 (configuration not stated),-6,-2,-5,13,0.7,4,-2,3,3,12
Cc1onc(-c2ccccc2)c1C(=O)Oc1ccccc1,-4,1,7,-4,-0.2,-4,-1,2,-6,-13
CCC(C)Sc1nc(O)c(Cc2ccccc2)c(=O)[nH]1 (configuration not stated),-1,-1,-1,12,-0.4,-2,-5,-2,-5,5
C=CCCC1CN(Cc2ccc(OC)cc2)S(=O)(=O)c2c(Oc3ccc(F)cc3OC)cccc2O1 (configuration not stated),5,0,2,10,0.5,3,5,6,0,-9
CCN1CCCCC(NC(=O)COCc2ccccc2)C1=O (configuration not stated),1,2,3,.,-0.1,-3,-1,-8,-1,.
C/C(=N\NC(=O)c1nnn(-c2nonc2N)c1C(C)C)c1ccncc1,-9,5,-5,15,-0.5,3,-3,6,7,1
CN1C(=O)CC(c2cn(Cc3ccccc3)c3ccccc23)C1=O (configuration not stated),-27,-14,-6,18,-0.8,2,-7,3,4,1
O=C1NC(c2ccc(O)cc2)Nc2ccccc21 (configuration not stated),-287,-219,-8,7,29*,3,-185,4,7,-8
O=C(NC1CC1)C1=C[C@@H](c2csc3ccccc23)C[C@@H](OCCCCO)O1,-5,2,2,-4,0.0,2,0,2,1,3
CN(C)C(=O)CCc1ccc2c3c([nH]c2c1)[C@]1(CCc2ccccc2)[C@@H](C(=O)N2CCCCC2)C[C@H](CC(=O)NCc2ccco2)C(=O)N1CC3,1,0,4,7,0.4,0,1,4,-1,-2
Cc1noc2ncc(C(=O)c3cc(F)ccc3O)cc12,-3,0,4,-5,1.1,-1,-7,3,0,-4
CC(C)(C)N1CC(OC(N)=O)C1,-4,2,-8,3,0.1,1,3,-3,0,12
COc1cc(NC(=O)CN(C)S(=O)(=O)c2ccc(-c3ccc(=O)[nH]n3)s2)cc(OC)c1,-3,-5,-1,8,1.4,-1,-1,-3,1,2
CCC(C)OC(=O)C1=C(C)O[C@]23OC(N)=C(C#N)[C@]12C(=O)c1ccccc13 (some centres not stated),-4,-2,-6,-5,0.5,-2,-3,1,-7,-4
COc1cc(/C=N/Nc2nc(=O)[nH]nc2C)cc(OC)c1O,2,0,-4,-9,0.7,1,0,6,-3,-8
CCCNC(=O)c1cc(C2CCCN(S(=O)(=O)c3cccc4cccnc34)C2)on1 (configuration not stated),3,2,-5,9,-0.4,-1,-1,-11,1,19
CC1CCC(C(=O)NC(C(=O)NCc2ccccn2)C(C)C)CC1 (configuration not stated),4,0,-8,4,0.0,1,-2,0,1,7

# Bioassay records deposited in PubChem BioAssay by The Scripps Research Institute Molecular Screening Center.
